MOR-DOR ag: agonists of human mu-delta opioid receptor heterodimerization. P35372+P41143. cells, OPRM1-OPRD1 heterodimerization, luminescence. activation, % at 9.3 µM. actives 0.3% (n = 340,000). AID 504326; in the data active = activation above about 18%;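 also: 0% = vehicle-treated cells and 100% = reference agonist; values of inactives mirror those of a sister screen read the other way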
C-LANA FP: blocks KSHV LANA C-terminal domain binding to DNA; MBP-C-LANA/FAM-LBS DNA binding, fluorescence polarization; inhibition, % at 9 µM; actives 0.078% (n = 340,000); AID 504423;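 active = highest replicate inhibition at or above 60% at 9 µM, even if other replicates fall short; inactive = all replicates below 60% inhibition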;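 also: 0% = neutral control wells and 100% = 4 µM acridine orange control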
RTF Ca sens act: cardiac RTF calcium sensitization; P19429+P45379; IANBD-labeled TnC RTF fluorescence at EC20 calcium; 0% EC20 calcium, 100% full calcium; activation, % at 7.2 µM; actives 0.24% (n = 340,000);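 active = activation above the mean over all tested compounds plus 3 SD, cut at about 30% in these data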;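 also: rise in fluorescence read as greater calcium sensitivity of cardiac thin filaments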
MOR-DOR inv ag: mu-delta opioid heterodimer inverse agonism; inhibition, % at 9.3 µM; P35372+P41143; actives 0.21% (n = 340,000); cell-based MOR-DOR heterodimer luminescence; in the data active = inhibition above about 22%, passing the limit was not always enough;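 also: 0% = cells with DMSO and 100% = wells without cells with DMSO; values of inactives mirror those of a sister screen read the other way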
Arrestin-AP2 inh: human beta-arrestin and AP2 interaction inhibition; FITC-arrestin peptide / GST-AP2 beads, flow cytometry; AP2 beta2 appendage carries R879A mutation; inhibition, % at 10 µM; actives 0.31% (n = 340,000); AID 504490;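 active = inhibition above a set limit, near 3 SD of compounds lacking own fluorescence, cut at about 54% in these data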;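 also: plate controls were DMSO wells for no effect and 5 µM unlabelled arrestin peptide for full effect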
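Assay system: GST-AP2 R879A bound to glutathione beads, E. coli-expressed; Medium: PBS with 0.05% Tween 20 and 0.1% BSA; Also added: fluorescein-tagged arrestin peptide at 50 nM final; Timing: 12 min plus 1 h, RT; Measured by: flow cytometry, FL1 (488/535 nm); Evaluation: percent drop in bead-associated FITC signal.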
Cardiac RTF inh: cardiac RTF calcium desensitization; P19429+P45379; IANBD-labeled cardiac RTF, Ca2+ fluorescence; inhibition, % at 7.15 µM; actives 0.12% (n = 340,000);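 active = inhibition above the mean inhibition of all tested compounds plus 3 SD, cut at about 17% in these data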;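 also: assay run at fixed EC70 calcium of 1.6 mM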
V-ATPase pHluor: yeast V-ATPase proton transport regulation by pHLuorin. S. cerevisiae, pHLuorin cytosolic pH fluorescence. response, % at 10 µM. actives 0.37% (n = 350,000). AID 504577; in the data active = response mostly above about 7.3%, no sharp cut-off; inactive = mostly below about 5.4%; also: actives read high; inactives centre near 0; some compounds called inactive have numbers as strong as hits; reference of the scale not given here
Pemphigus Ab inh: human desmoglein-3 autoantibody binding inhibition; actives 0.48% (n = 310,000); P32926; DSG3-coupled beads, scFv-anti-DSG3-GFP binding, flow cytometry; stronger effect = lower value; binding (percent of control), % at 10 µM;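 active = binding more than 3 SD below its plate's average and above zero; inconclusive = below that plate limit but binding exactly zero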;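 also: hits lower antibody fragment binding to DSG3; some compounds called inactive have numbers as strong as hits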
Target sequence (P32926 whole entry, looked up, the tested form may be a part): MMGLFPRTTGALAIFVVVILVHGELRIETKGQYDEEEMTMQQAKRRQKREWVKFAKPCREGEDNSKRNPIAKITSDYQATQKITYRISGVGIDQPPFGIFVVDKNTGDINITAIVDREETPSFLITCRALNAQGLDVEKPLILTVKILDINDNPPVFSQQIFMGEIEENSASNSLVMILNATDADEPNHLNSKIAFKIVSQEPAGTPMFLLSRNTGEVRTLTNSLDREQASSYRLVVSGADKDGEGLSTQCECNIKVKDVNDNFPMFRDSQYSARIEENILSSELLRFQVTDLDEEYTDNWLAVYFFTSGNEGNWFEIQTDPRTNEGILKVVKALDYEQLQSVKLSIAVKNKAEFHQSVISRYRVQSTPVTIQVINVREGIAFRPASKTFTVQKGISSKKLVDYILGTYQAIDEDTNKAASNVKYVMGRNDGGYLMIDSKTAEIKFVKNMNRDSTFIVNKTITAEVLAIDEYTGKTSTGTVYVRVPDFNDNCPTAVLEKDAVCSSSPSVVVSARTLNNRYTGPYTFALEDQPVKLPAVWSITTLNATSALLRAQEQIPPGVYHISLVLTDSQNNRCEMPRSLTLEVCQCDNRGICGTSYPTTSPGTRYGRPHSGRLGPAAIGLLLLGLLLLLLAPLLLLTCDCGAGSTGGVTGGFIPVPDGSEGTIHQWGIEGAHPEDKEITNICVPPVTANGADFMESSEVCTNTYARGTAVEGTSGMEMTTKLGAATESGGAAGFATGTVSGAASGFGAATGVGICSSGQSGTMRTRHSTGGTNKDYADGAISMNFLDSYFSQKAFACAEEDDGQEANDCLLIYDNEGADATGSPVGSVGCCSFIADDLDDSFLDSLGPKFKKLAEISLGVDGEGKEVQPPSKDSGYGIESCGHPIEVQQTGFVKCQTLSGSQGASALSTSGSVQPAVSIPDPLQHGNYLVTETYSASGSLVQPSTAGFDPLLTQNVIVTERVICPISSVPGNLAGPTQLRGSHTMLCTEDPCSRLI
Keap1-Nrf2 PPI: Keap1-Nrf2 (human) interaction inhibition. Q14145. Keap1 Kelch-Nrf2 peptide fluorescence polarization, 1536-well. inhibition, % at 9.4 µM. actives 0.15% (n = 340,000). AID 504523; in the data active = inhibition above about 12%; inconclusive = no clear call, values can overlap the other calls; inactive = below about 7.3%;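 also: human Keap1 Kelch domain with fluorescein labeled Nrf2 9mer peptide probe; 0% = neutral control wells and 100% = peptide positive control; higher means more block of Keap1 binding to Nrf2 peptide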
Wnt bcat act: Wnt/beta-catenin pathway activation; actives 1.2% (n = 300,000); activation, % at 9.35 µM; Wnt/beta-catenin reporter cell assay, activator, plate reader; in the data active = activation above about 30%, passing the limit was not always enough; inconclusive = no clear call, values can overlap the other calls;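 also: 0% = neutral control wells and 100% = positive control wells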
An asterisk follows results filed as active; i = inactive; ? = inconclusive; / = not tested or not shown. These rows are one share of the data (hit frequency here may not be typical).

Second line of a record – Arrestin-AP2 inh, MOR-DOR inv ag, RTF Ca sens act, MOR-DOR ag, Wnt bcat act, Cardiac RTF inh, V-ATPase pHluor, C-LANA FP, Keap1-Nrf2 PPI, Pemphigus Ab inh
(1) Cc1c(N=Nc2c(O)n(Cc3ccccc3)c(=O)[nH]c2=O)c(=O)n(-c2ccccc2)n1C
 : 16.6, 13.5, 3.0, -2.5, 1.5, -2.3, -3.1, -5.9, -7.1, 109.1
(2) O=C(c1cc(C(=O)NCc2ccccc2)c(=O)n(Cc2ccccc2)c1)c1cc(Cl)ccc1O
 : 5.4, -3.8, 12.7, 0.7, /, 12.3, -3.5, 0.1, -3.6, 38.2
(3) COC(=O)C1=C(c2ccc(F)cc2OCc2ccccc2)C[C@@H]2CC[C@H]1N2C(=O)NCc1ccc(Cl)cc1
 : 23.5, 2.9, -0.1, -0.5, -3.8, 13.5, 2.6, 0.1, -3.3, 93.3
(4) FC(F)(F)c1cccc(NC2=NCCCS2)c1
 : 11.5, 12.4, -5.6, -2.2, -1.1, 3.9, 7.9, 3.2, 1.6, 119.4
(5) O=C1NC(=O)C(=Cc2ccc(SC3CCCCC3)o2)C(=O)N1
 : 2.4, -5.8, 1.3, 0.8, ?, -13.2, -8.6, 3.5, -1.5, 94.5
(6) NNCc1cccc(O)c1
 : 4.4, 9.2, 2.3, -1.7, -0.5, 13.4, 2.1, -0.9, -3.8, 104.9
(7) CN1CC[C@]23c4c5ccc(OC6OC(C(=O)O)[C@@H](O)C(O)[C@H]6O)c4OC2C(O)C=CC3[C@H]1C5 (stereo partly specified)
 : 7.6, -33.6, 0.5, 8.4, 0.6, -6.7, 0.8, -1.4, -3.8, 99.3
(8) Cc1cc(C(=O)OCC(=O)Nc2cccc(F)c2)c(C)n1C1CC1
 : -5.3, 14.1, -0.6, -3.8, -3.0, -5.0, -7.1, -0.8, -4.3, /
(9) COc1ccc(CCn2c(O)c(C=NCCN3CCCCC3)c(=O)[nH]c2=O)cc1OC
 : 4.9, -398.3, 4.5, 78.9*, 1.6, -12.0, 0.9, -0.9, -4.6, 102.3
(10) C=CCN1C(=O)NC(=O)/C(=C/c2cnc(SC)nc2)C1=O
 : 23.4, 13.0, 6.4, -3.1, -2.0, -1.3, -3.9, -1.0, -5.7, /

Arranged by length of the SMILES (descending): some entries from above.
Second line of a record – Arrestin-AP2 inh, MOR-DOR inv ag, RTF Ca sens act, MOR-DOR ag, Wnt bcat act, Cardiac RTF inh, V-ATPase pHluor, C-LANA FP, Keap1-Nrf2 PPI, Pemphigus Ab inh
(7) CN1CC[C@]23c4c5ccc(OC6OC(C(=O)O)[C@@H](O)C(O)[C@H]6O)c4OC2C(O)C=CC3[C@H]1C5 (stereo partly specified)
 : 7.6, -33.6, 0.5, 8.4, 0.6, -6.7, 0.8, -1.4, -3.8, 99.3
(3) COC(=O)C1=C(c2ccc(F)cc2OCc2ccccc2)C[C@@H]2CC[C@H]1N2C(=O)NCc1ccc(Cl)cc1
 : 23.5, 2.9, -0.1, -0.5, -3.8, 13.5, 2.6, 0.1, -3.3, 93.3
(8) Cc1cc(C(=O)OCC(=O)Nc2cccc(F)c2)c(C)n1C1CC1
 : -5.3, 14.1, -0.6, -3.8, -3.0, -5.0, -7.1, -0.8, -4.3, /

Compounds from the list above with an NH in an aromatic ring:
Second line of a record – Arrestin-AP2 inh, MOR-DOR inv ag, RTF Ca sens act, MOR-DOR ag, Wnt bcat act, Cardiac RTF inh, V-ATPase pHluor, C-LANA FP, Keap1-Nrf2 PPI, Pemphigus Ab inh
(1) Cc1c(N=Nc2c(O)n(Cc3ccccc3)c(=O)[nH]c2=O)c(=O)n(-c2ccccc2)n1C
 : 16.6, 13.5, 3.0, -2.5, 1.5, -2.3, -3.1, -5.9, -7.1, 109.1
(9) COc1ccc(CCn2c(O)c(C=NCCN3CCCCC3)c(=O)[nH]c2=O)cc1OC
 : 4.9, -398.3, 4.5, 78.9*, 1.6, -12.0, 0.9, -0.9, -4.6, 102.3

Following part.
Second line of a record – Arrestin-AP2 inh, MOR-DOR inv ag, RTF Ca sens act, MOR-DOR ag, Wnt bcat act, Cardiac RTF inh, V-ATPase pHluor, C-LANA FP, Keap1-Nrf2 PPI, Pemphigus Ab inh
(11) CN1/C(=C\C=C2C(=O)NC(=S)NC2=O)C(C)(C)c2ccccc21
 : -0.3, 26.9, 433.2*, -5.4, 0.6, i, 1.2, -1.3, -7.5, 134.2
(12) CC(C)CN1CCN(Cc2cccc3c2OCO3)CC1CCO (stereo unspecified)
 : 6.5, 7.1, -3.3, -1.5, -0.2, -6.4, 0.8, -1.7, -2.6, 108.6
(13) C1CNC2NCCNC2N1 (stereo unspecified)
 : -1.7, 8.8, -3.4, -1.7, -3.0, -8.9, -3.0, 2.2, 5.2, 105.4
(14) COc1ccc(-n2c(O)c(C(C)=NCCN3CCNCC3)c(=O)[nH]c2=O)cc1
 : -3.7, 8.9, -4.2, -1.8, -2.5, -6.4, -0.1, 0.7, 3.5, 98.9
(15) CCc1ccc(CN2CCCC(C(=O)c3sccc3C)C2)o1 (stereo unspecified)
 : 3.0, 0.7, 5.7, -0.1, -0.1, 3.8, -0.2, -2.1, -2.4, 98.3
(16) CC(=NCC1CCCO1)c1c(O)n(-c2ccccc2C)c(=O)[nH]c1=O (stereo unspecified)
 : 4.3, 12.3, 10.5, -2.4, 2.4, -2.4, 0.6, 18.4, -3.4, 103.5
(17) CC(C)CNC(=O)c1c(N)n(Cc2ccco2)c2nc3ccccc3nc12
 : -0.4, -22.4, -1.8, 3.6, /, -3.1, 1.6, 1.6, -7.1, /
(18) [O-]c1ccccc1-[n+]1c(-c2ccccc2)cc(-c2ccccc2)cc1-c1ccccc1
 : -1.7, -7.5, 5.2, 1.4, 24.1, -4.7, -2.6, -3.3, -3.9, 109.0
(19) C=CCN1C(=O)/C(=C/c2ccc(N3CCOCC3)o2)C(=O)NC1=S
 : 6.4, 14.0, 66.5*, -2.6, /, -35.3, 3.4, -25.8, -53.2, 124.0
(20) NNC(=O)CN1C(=O)CN=C(c2ccccc2)c2cc(Br)ccc21
 : 22.4, -7.6, -5.8, 1.5, 2.5, 4.4, 2.5, -1.7, 0.8, /
(21) COc1cc(CN2CC3CC(C2)c2cccc(=O)n2C3)cc(OC)c1OC (stereo unspecified)
 : -11.4, 3.9, -1.9, -0.7, -2.9, -2.0, -1.5, -0.1, -5.3, 106.7
(22) O=C([O-])c1ccc(-[n+]2c(-c3ccccc3)cc(-c3ccccc3)cc2-c2ccccc2)cc1
 : 8.0, 9.2, 0.9, -1.6, -2.0, -14.6, 5.5, 3.1, 0.5, 106.8
(23) Cc1c2cnn(CC(=O)N3CCC4(CC3)OCCO4)c(=O)c2c(C)n1Cc1cccc(Cl)c1
 : 39.7, -1.1, -0.7, 0.2, 2.0, -0.1, -2.9, 0.7, -2.2, 97.4
(24) C#CC1(O)CCC2C3CCC4=C/C(=N/OCC(=O)NCC(=O)NC(C(=O)O)C(C)C)CC[C@]4(C)C3CC[C@@]21C (stereo partly specified)
 : -4.7, 14.4, 1.1, -2.5, -3.9, -0.5, 6.1, -2.0, -3.8, 96.8
